# Screens deposited in PubChem by several laboratories.
# MEP2 TOR yeast = yeast TOR pathway MEP2-GFP modulation | 330,000 tested, 0.51% active | S. cerevisiae MEP2-GFP strain, flow cytometry GFP, 3 h; 100% = DMSO control level | GFP response vs DMSO, % at 10 µM | AID 2016;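 active = GFP response versus DMSO above a set limit, roughly screen mean plus 3 SD, cut at about 180% in these data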;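 note: median GFP fluorescence of the barcode-gated MEP2-GFP cells per well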
# ZTA counter = blocks Epstein-Barr virus ZTA, an EBNA-1 counter-screen; ZTA-DNA binding, fluorescence polarization; inhibition, % at 11 µM; 320,000 tested, 0.15% active; in the data active = inhibition above about 33%
# RPL19A-GFP yeast = yeast TOR pathway RPL19A-GFP modulation; AID 2025; 330,000 tested, 0.3% active; percent response vs DMSO, % at 10 µM; S. cerevisiae RPL19A-GFP strain, flow cytometry, 3 h; active compounds read low;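 active = percent response vs DMSO below 50%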;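 note: median channel GFP fluorescence of the barcoded RPL19A-GFP strain; ratio of sample median GFP to plate DMSO average so 100% = DMSO; lower means less RPL19A-GFP as with rapamycin TOR inhibition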
# procasp7 counter = counter-screen: procaspase-7 (human) activation; activation, % at 8.5 µM; recombinant procaspase-7, Ac-DEVD-pNA absorbance 405 nm; D23A/D198A/D206A triple mutant, cannot self-cleave; scale: DMSO 0, 5 µM enzyme 100; 330,000 tested, 0.093% active;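 active = percent activation above the screen-wide mean plus 3 SD, cut at about 25% in these data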
#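 Detection: p-Nitroaniline absorbance at 405 nm, read at 0 and 120 min; system: Uncleavable procaspase-7 mutant enzyme; evaluation: % activation from two-timepoint absorbance difference, scaled to controls; times: 1 h enzyme–compound preincubation and 2 h substrate reaction, both 25 °C; buffer or medium: Zinc-free HEPES pH 7.4 with 300 mM NaCl, 0.01% Triton X-100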
# LAP4-GFP MLPCN = alters LAP4-GFP fluorescence in TOR pathway yeast screen. S. cerevisiae LAP4-GFP multiplex, flow cytometry GFP, 3 h; median GFP as percent of DMSO wells. 320,000 tested, 0.34% active. GFP response vs DMSO, % at 10 µM. AID 2023;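 active = GFP response vs DMSO above a set limit, about the screen mean plus 3 SD, cut at about 150% in these data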
# proCasp3 act = activates human procaspase-3; recombinant procaspase-3 D3A, Ac-DEVD-pNA absorbance 405 nm; AID 463141; activation, % at 8.5 µM; 330,000 tested, 0.11% active;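 active = activation above the mean of all tested compounds plus 3 SD, cut at about 21% in these data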;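 note: 0% = DMSO alone and 100% = DMSO wells spiked with extra 5 µM PC-3 D3A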
#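 Assay system: Autoprocessing-dead procaspase-3 D3A mutant enzyme; also added: Ac-DEVD-pNA; doses: one concentration, 8.5 µM nominal, 0.8% DMSO; times: 1 h compound preincubation, 2 h substrate hydrolysis at 25 °C; technique: 405 nm absorbance of p-nitroaniline, reads at 0 and 120 min; measure: % activation between DMSO and enzyme-spiked controls; repeats: single replicate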
# AHR activator = activators of human aryl hydrocarbon receptor. AHR-responsive luciferase reporter cells, luminescence. AID 2796. activation, % at 5 µM. 320,000 tested, 2.5% active; in the data active = activation above about 47%;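 note: 0% = vehicle wells and 100% = reference agonist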
# EBNA-1 inh = blocks EBNA-1 binding to DNA; EBNA-1 DNA binding, fluorescence polarization; inhibition, % at 14.8 µM; 300,000 tested, 0.34% active; in the data active = inhibition above about 28%
# * hit, by the source's call; · = no result given; [ ] = remark or other dose.
SMILES,MEP2 TOR yeast,ZTA counter,RPL19A-GFP yeast,procasp7 counter,LAP4-GFP MLPCN,proCasp3 act,AHR activator,EBNA-1 inh
Oc1ccccc1C1OCC2(CO1)COC(c1ccccc1O)OC2 (stereo not given),100,9,97,-9,97,-6,3,-1
Cc1ccc(C2=NNC(C(O)C(O)C(O)CO)S2)cc1 (stereo not given),101,1,99,2,104,-6,28,-11
Cc1ccc(NC(=O)CC2SC(=NCC3CCCO3)NC2=O)cc1Cl (stereo not given),94,-7,98,12,85,4,-1,-7
COc1ccc(CNC(=O)c2c(C)cc(=O)oc2C)cc1,102,-7,101,7,95,14,1,-3
Cc1ccccc1OCC(=O)Nc1ccc(C(N)=O)cc1,95,19,95,1,97,-5,4,1
CC1CCC/C(=N\NS(=O)(=O)c2ccccc2)C1 (stereo not given),101,4,109,-13,96,5,14,4
Cc1c2cc(O)c(=O)cc-2oc2cc(O)c(O)cc12,145,11,111,-38,136,-20,-4,3
O=C(c1cc(-c2ccccc2)nc2ccccc12)N1CCN(C2CCS(=O)(=O)C2)CC1 (stereo not given),95,6,95,11,97,12,3,·
O=C1C(Cl)=C(N2CCCCC2)C(=O)N1Cc1ccccc1,99,-13,104,-9,114,-7,-1,-13
CCN1C(=O)/C(=c2\s/c(=C3\Sc4ccccc4N3C)c(=O)n2C)N(C)C1=S,94,12,99,-3,95,-2,3,-1
O=C(CCS(=O)(=O)c1cc2c(cc1Cl)NC(=O)CO2)NCc1ccccc1,97,-11,96,6,107,4,1,2
CCn1c(C(O)c2ccc3c(c2)OCO3)nc2ccccc21 (stereo not given),97,-8,100,7,97,9,0,-5
O=C(OCc1cn(-c2ccc(Cl)c(Cl)c2)nn1)c1ccccc1Cl,106,9,103,2,111,0,-1,0
CCN(CC)c1ccc(C=C(c2nnnn2-c2ccccc2)c2nnnn2-c2ccccc2)cc1,100,-23,100,-16,95,-9,9,-10
NC(=O)C1CC(=O)N(c2ccc(OCc3ccc([N+](=O)[O-])cc3)cc2)C1 (stereo not given),87,-1,93,-8,84,-4,2,-7
Cc1ccc(S(=O)(=O)CCC(=O)Nc2ccccc2C)cc1,94,17,96,0,93,-9,-1,0
Nc1nc2nc(-c3ccccc3)cc(=O)n2[nH]1,104,3,102,-8,106,5,2,-3
CCN(CC)CCNC(=O)c1cc2c(-c3ccc(Cl)cc3)nn(C)c2s1,110,-6,96,5,102,2,53*,0
COc1ccccc1N1CCN(CC(=O)c2c(C)n(C)c3ccccc23)CC1,94,-17,98,13,97,-6,0,1
CC(=O)N1[C@H](C)C=C[C@]1(Cc1ccccc1)C(=O)NCCN1CCOCC1,100,5,98,-7,92,4,2,6
CC(=O)Oc1ccc(C(=O)NCc2ccco2)cc1,99,5,103,3,90,-9,0,13
COc1ccccc1C1C2=C(N=c3s/c(=C/c4cccc(OCC(=O)O)c4)c(=O)n31)c1ccccc1CC2 (stereo not given),94,12,97,-11,103,-15,9,-2
COc1ccc(C(=O)Nc2ccc(C(=O)NCCc3ccc(OC)c(OC)c3)cc2)cc1,113,4,112,2,110,-5,-1,-1
O=C(Nc1ccc(F)c(Cl)c1)Nc1csc2ccccc12,101,3,98,-7,106,-9,73*,17
C=CCn1c(-c2cccn(Cc3cccc(Cl)c3)c2=O)n[nH]c1=S,117,-2,104,-12,109,-10,0,0

# Complete entries, looked up by structure. Values in the order: MEP2 TOR yeast | ZTA counter | RPL19A-GFP yeast | procasp7 counter | LAP4-GFP MLPCN | proCasp3 act | AHR activator | EBNA-1 inh
# COc1ccc(CNC(=O)c2c(C)cc(=O)oc2C)cc1 across the screens: 102 | -7 | 101 | 7 | 95 | 14 | 1 | -3
# CCN(CC)c1ccc(C=C(c2nnnn2-c2ccccc2)c2nnnn2-c2ccccc2)cc1 across the screens: 100 | -23 | 100 | -16 | 95 | -9 | 9 | -10

# Going on with the list.
SMILES,MEP2 TOR yeast,ZTA counter,RPL19A-GFP yeast,procasp7 counter,LAP4-GFP MLPCN,proCasp3 act,AHR activator,EBNA-1 inh
Cc1ncsc1CCSc1nc2ccccc2c(=O)n1C,93,-7,91,5,116,0,96*,5
CNC(=O)c1ccc(Oc2ccc(C(=O)NC)cc2)cc1,110,13,87,-2,94,4,-1,8
CNCC(=O)N1CCN(c2ncc(C(F)(F)F)cc2Cl)CC1,94,-9,93,10,105,1,-2,-10
Cc1ccc(NS(=O)(=O)c2ccc3c(c2)oc(=O)n3C)cc1F,100,3,97,-9,105,-3,-3,8
O=S(=O)(Nc1ccc2nc(N3CCOCC3)sc2c1)c1ccc(Cl)cc1,96,5,92,7,105,2,4,·
CC(C)(C)NC(=S)Nc1ccc(Nc2ccccc2)cc1,89,3,96,-9,85,1,2,6
Cc1cc(S(=O)(=O)Nc2ccccc2C(=O)O)ccc1Cl,93,-15,95,6,97,2,5,6
CCCc1cc(=O)[nH]c(SCC(=O)c2cc(C)n(-c3c(C)n(C)n(-c4ccccc4)c3=O)c2C)n1,92,9,95,2,119,11,3,6
Cc1cc(C)c2nc(NCCCNC(=S)NCCCN(C)C)c(C#N)cc2c1,123[may fluoresce violet],8,109[may fluoresce violet],2,109[may fluoresce violet],-4,6,-1
CCSc1nnc(NC(=O)c2cccc(S(=O)(=O)N(C)c3ccccc3)c2)s1,106,-5,99,-1,99,15,0,27
CCOC(=O)c1ccc(NC(=O)CCS(=O)(=O)c2ccc(Br)s2)cc1,103,14,102,4,103,2,10,5
CNC(=O)c1cc(Cl)c(OC)c(OC)c1,95,-7,103,-18,96,-13,9,8
CCN(C[C@H]1N[C@@](Cc2ccccc2)(C(=O)OC)[C@H]2C(=O)N(Cc3ccccc3)C(=O)[C@@H]12)S(=O)(=O)c1ccc(C(C)(C)C)cc1,104,·,101,9,97,5,-2,·
COc1ccc(OC)c(S(=O)(=O)N(C(C)=O)c2ccc3oc(=O)sc3c2)c1,100,2,92,-34,104,-26,5,4
O=C(NN1CCN(Cc2ccccc2Cl)CC1)c1ccc(Br)cc1,95,1,98,-2,113,3,-1,-1
O=C1CCCc2nc3c(cc21)C(O)Oc1ccccc1-3 (stereo not given),93,25,91,7,104,-2,9,13
O=C1NCCCCC1NC1CC(=O)N(c2ccccc2)C1=O (stereo not given),92,-23,87,-12,90,-30,-1,1
CCSC1=NCCN1C(=O)Cc1ccc(-c2ccccc2)cc1,97,-2,98,11,105,-3,-2,0
CCN1c2ccccc2S(=O)(=O)c2ccccc21,108,7,106,-4,97,-1,1,-10
COc1ccc(CSc2nnc(SCc3ccc([N+](=O)[O-])cc3)s2)cc1,99,2,100,2,99,1,4,4
Nc1cc(=O)[nH]c(SCCSc2cc(Cl)ccc2Cl)n1,105,-3,104,7,96,9,1,1
Cc1ccc(S(=O)(=O)N2CCOCC2)cc1NC(=O)COC(=O)Cc1ccc(Cl)cc1,95,·,95,3,96,-3,1,·
COc1ccc(CCNC(=O)COc2ccc3c(c2)OCO3)cc1,101,-3,104,-11,104,1,10,·
CC(=O)NCc1ccc(S(=O)(=O)NC(C(=O)O)C(C)C)cc1 (stereo not given),99,-3,100,7,87,0,1,8
CCCC(C(=O)NCC1CCCO1)N(Cc1ccco1)C(=O)CNS(=O)(=O)c1ccccc1 (stereo not given),108,-10,99,-8,96,-2,2,-1

# Additional entries
SMILES,MEP2 TOR yeast,ZTA counter,RPL19A-GFP yeast,procasp7 counter,LAP4-GFP MLPCN,proCasp3 act,AHR activator,EBNA-1 inh
CC(=O)NC(=S)c1c(N)n(Cc2ccccc2)c(=O)n(C)c1=O,102,-6,98,-4,101,-6,8,-7
COC(=O)c1ccccc1-n1cccc1C(=O)NP(=O)(N1CCOCC1)N1CCOCC1,102,-19,101,-16,90,0,0,-2
O=C(COC(=O)COc1ccc(Cl)cc1)Nc1ccc(F)c([N+](=O)[O-])c1,109,9,105,2,100,-2,-3,1
CSc1ccc(CNC(=O)c2ccc(NC(=O)C3=CSCCO3)cc2)cc1,104,-1,105,-9,102,1,2,18
Cc1c(NC(=O)CC(O)(C(F)(F)F)C(F)(F)F)c(=O)n(-c2ccccc2)n1C,107,3,100,4,99,4,-3,-3
Cn1nc(-c2ccc(C(=O)O)cc2)c2ccccc2c1=O,111,0,102,5,104,-3,1,11
COc1ccccc1CC(=O)Nc1cccc(C(=O)Nc2nccs2)c1,101,7,102,5,103,-3,4,-5
COC(=O)C(C)(C)NC(=O)c1cccs1,102,-7,97,-5,92,4,-2,-13
Cn1c(=O)n(Cc2ccccc2F)c(=O)c2c1nc1n2CCN1Cc1ccco1,87,-14,95,-10,99,4,7,-16
CSc1ccc(CN(C)C(C)C(=O)NCC2CCCCC2)cc1 (stereo not given),105,0,99,-2,93,14,0,-1
Cc1nc(SC(C)C(=O)NC2CCCC2)c2ccccc2n1 (stereo not given),97,3,97,11,107,9,17,·
COc1ccc(OC)c(S(=O)(=O)n2cccn2)c1,108,-11,102,8,107,0,1,0
Cc1scc(C(=O)NNC(=S)NCC2CCCO2)c1C (stereo not given),103,-3,108,-3,103,-5,-1,-4
CN(CC(=O)Nc1ccccc1C(=O)NC1CC1)Cc1ccc(Cl)cc1,97,-16,91,13,96,4,26,·
O=C(C[n+]1cccc(CNC(=O)c2ccc(OC(F)F)cc2)c1)Nc1ccccc1Cl,97,-7,97,-1,88,2,-1,2
c1ccc2sc(NC3=NCN(Cc4ccc5c(c4)OCO5)CN3)nc2c1,100,2,104,-12,95,0,14,-5
O=C(NCc1ccc2c(c1)OCO2)C1CCC(CNS(=O)(=O)c2cccc3nsnc23)CC1 (stereo not given),97,3,101,0,100,4,1,-1
Cc1cccn2c(=O)c(/C=C(\C#N)C(=O)NCc3ccco3)c(N3CCCCCC3)nc12,93,6,95,-2,108,-14,1,-3
COC(=O)c1cn(CC(=O)NCc2ccco2)c2ccccc12,99,-6,94,-10,92,7,5,12
C=CCOc1c(Br)cc(CNc2ccc3[nH]c(=O)[nH]c3c2)cc1OCC,97,-10,93,-11,102,-6,6,-12
O=C(Nc1nc2ccccc2[nH]1)c1ccc(F)cc1,96,9,·,1,100,3,11,-2
C=CCn1c(Oc2ccc(C=O)cc2OCC)nc2c1c(=O)n(C)c(=O)n2C,103,4,101,-4,89,1,0,1
CCOc1ccc(N2C(=O)CC(Sc3nc(CC(C)C)ccc3C#N)C2=O)cc1 (stereo not given),96,1,91,-12,97,-6,0,-10
C=C1C2C[C@H](O)C(C)(C)[C@@]2(O)[C@H](O)C[C@]23C[C@@](C)(O)[C@H](CC[C@H]12)[C@H]3O (stereo not given in full),100,8,106,-2,126,-7,2,11
CN(C)CCOCCOc1ccccc1-c1ccccc1,98,4,96,-2,94,-6,-1,-6
COc1ccc(Nc2cc(C)nc(N)n2)cc1,108,4,102,6,93,4,10,9
CCOc1ccccc1NC(=O)C1CC(=O)n2ncnc2N1 (stereo not given),98,2,94,5,109,4,1,9
COc1ccccc1-c1c(C)nn2c(NCCN3CCCC3)cc(C)nc12,105,-3,103,10,95,5,-1,-3

# Reprinted at random: three compounds from above.
SMILES,MEP2 TOR yeast,ZTA counter,RPL19A-GFP yeast,procasp7 counter,LAP4-GFP MLPCN,proCasp3 act,AHR activator,EBNA-1 inh
Cn1nc(-c2ccc(C(=O)O)cc2)c2ccccc2c1=O,111,0,102,5,104,-3,1,11
COC(=O)c1ccccc1-n1cccc1C(=O)NP(=O)(N1CCOCC1)N1CCOCC1,102,-19,101,-16,90,0,0,-2
Cc1nc(SC(C)C(=O)NC2CCCC2)c2ccccc2n1 (stereo not given),97,3,97,11,107,9,17,·

# AHR activator, hit marks shown above
SMILES	MEP2 TOR yeast	RPL19A-GFP yeast	LAP4-GFP MLPCN	proCasp3 act	AHR activator	EBNA-1 inh
CCN(CC)CCNC(=O)c1cc2c(-c3ccc(Cl)cc3)nn(C)c2s1	110	96	102	2	53*	0
O=C(Nc1ccc(F)c(Cl)c1)Nc1csc2ccccc12	101	98	106	-9	73*	17
Cc1ncsc1CCSc1nc2ccccc2c(=O)n1C	93	91	116	0	96*	5
